Screening data deposited in PubChem BioAssay by National Center for Advancing Translational Sciences (NCATS).
HCV inh = blocks hepatitis C virus. Huh7.5.1 HCVcc-Cre infection, luciferase reporter, 44 h. Potency, µM (top dose mostly 41.8 µM), for inactives: top-dose activity change, negative = inhibition, actives largely listed as inhibitors. 340,000 compounds, 3.4% hits
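Seed cells (1,000/well) for 4 h; treat with compound and infect with HCVcc-Cre, moi about 0.5. Incubate 44 h, then detect luciferase activity.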
TbPYK inhibitor = T. brucei pyruvate kinase inhibition; Q57TT1; TbPYK enzyme, Kinase-Glo Plus ATP luminescence, 45 min; Potency, µM (doses to about 76.8 µM), for the others: at the top dose activity, negative = inhibition, actives largely listed as inhibitors; 410,000 compounds, 0.12% hits; AID 624173; note: nearly all actives have a fitted effect of over 50% in size
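Enzyme and substrate buffer are dispensed first and compound is pin-transferred. ADP at 130 uM final then starts the reaction, which runs 45 min at room temperature. Detection reagent is added for 10 min before luminescence is imaged.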
LmPK inh = inhibitors of Leishmania mexicana pyruvate kinase; Potency, µM (doses to about 57.5 µM), for inactives: at the top dose activity change, negative = inhibition, hits mostly inhibitors; purified LmPK, Kinase-Glo ATP luminescence, 1 h; 290,000 compounds, 0.37% hits; Q27686
Target sequence (Q27686 whole entry, looked up): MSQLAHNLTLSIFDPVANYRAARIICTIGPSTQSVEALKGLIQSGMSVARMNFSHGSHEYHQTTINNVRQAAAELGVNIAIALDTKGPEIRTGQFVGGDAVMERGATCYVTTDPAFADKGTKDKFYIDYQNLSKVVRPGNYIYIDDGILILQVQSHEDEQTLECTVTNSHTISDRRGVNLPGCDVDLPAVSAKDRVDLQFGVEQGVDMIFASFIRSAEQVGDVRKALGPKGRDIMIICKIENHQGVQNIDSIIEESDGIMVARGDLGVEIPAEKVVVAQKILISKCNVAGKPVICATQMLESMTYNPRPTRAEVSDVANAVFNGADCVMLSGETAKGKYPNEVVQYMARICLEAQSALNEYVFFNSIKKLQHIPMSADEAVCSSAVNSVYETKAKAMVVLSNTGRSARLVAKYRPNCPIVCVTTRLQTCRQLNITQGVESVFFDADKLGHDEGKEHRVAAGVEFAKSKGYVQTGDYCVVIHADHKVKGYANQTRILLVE
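In 50 mM imidazole pH 7.2 with 7 mM MgCl2, LmPK (0.1 nM) turned over PEP (0.5 mM) and ADP (0.1 mM) for 1 h at room temperature. Luciferase read-out of ATP.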
Pf growth 48h = inhibits P. falciparum growth in the first generation, 48 h. 310,000 compounds, 5.9% hits. Potency, µM (doses to about 28.7 µM), for inactives: at the top dose activity change, negative = inhibition, most hits filed as inhibitors. P. falciparum luciferase growth in erythrocytes, 48 h
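In quantitative HTS format, infected erythrocytes bearing luciferase-reporter parasites were treated for a single generation at 37 C. Luminescence after adding detection reagent served as the growth measure.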
Sm TGR block = inhibitors of Schistosoma mansoni thioredoxin glutathione reductase | Potency, µM (doses to about 114 µM), for the others: top-dose activity change, negative = inhibition, hits mostly inhibitors | 360,000 compounds, 3% hits | AID 485364 | Q962Y6 | purified TGR, DTNB reduction, TNB absorbance 405 nm; note: nearly all actives have a fitted effect of over 60% in size
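Kinetic colorimetric format: TGR-catalysed, NADPH-driven DTNB reduction monitored via TNB absorbance. Enzyme dispensed at 20 nM; compound exposure 15 min at room temperature before reaction start.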
Pf growth 96h = P. falciparum growth inhibition at 96 hour, primary screen for plastid delayed-death inhibitors; P. falciparum luciferase reporter growth, 96 h; Potency, µM (highest dose often 28.7 µM), inactives show at the highest dose activity change, negative = inhibition, usual class: inhibitors; 320,000 compounds, 6.9% hits; AID 504834
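Compounds incubated with erythrocytes infected by luciferase-expressing P. falciparum (2% hematocrit, 0.05% parasitemia final) for 96 hours, 37 C in 5% CO2. Growth inhibition scored as decreased luciferase luminescence.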
Starred values were filed as active, the others as inactive; u = inconclusive; x = not tested or not shown; & = joins results of further samples; [ ] = another dose, or the depositor's remark. Calls come from the whole dose curve; as a rule, active = well fitted curve in the direction sought with a large enough effect; inconclusive = small, poorly fitted or top-dose-only effect, or another doubt; inactive = no such curve, though single readings can be large; an effect the other way counts as inactive or inconclusive. % is set by controls: 0 for no effect and ±100 for the full control effect; potency is the fitted concentration of half-maximal effect. Rows were taken by chance. Share with any hit: about 16%.

The first nine entries, ahead of the listing:
SMILES | HCV inh | TbPYK inhibitor | LmPK inh | Pf growth 48h | Sm TGR block | Pf growth 96h
COc1cc(O)c(C(CC(=O)N2CCCC2)c2cc(OC)c(OC)c(OC)c2)c(OC)c1 (stereo unspecified) | -9% | 2% | 1% | u | -12% | 0%
O=C(O)C1CCCCC1C(=O)Nc1ccc(S(=O)(=O)N2CCCCC2)cc1 (stereo unspecified) | 2% | -1% | 3% | 3% | 2% | 18%
CCOc1ccc(-n2c(SCC(=O)NCc3ccco3)nc3c([nH]c4ccccc43)c2=O)cc1 | u | -10%&1% | x | x | 2% | x
COc1ccc(C)cc1NC(=O)C1CCCN(S(=O)(=O)c2cccnc2)C1 (stereo unspecified) | 3% | 2% | 7% | -15% | -1% | -27%
O=C(CCN1C(=O)c2ccccc2C1=O)NCCN1CCOCC1 | 1% | 6% | -3% | -28% | 6% | x
CC(=O)NC(Cc1ccccc1)C(=O)NC1CCN(C(=O)NCc2ccccc2)CC1 (stereo unspecified) | 8% | 2% | 3% | 1% | 1% | 22%
COC(=O)C1=C(C)NC(C)=C(C(=O)OC)C1c1ccc(OC(=O)c2oc3ccccc3c2C)c(OC)c1 | -14% | 9% | 0% | u | 4% | u
Nc1cccc(C(=O)OCC(=O)c2ccccc2)c1 | 18% | -4% | u | 157%[activator] | -1% | 169%[activator]
COc1ccc(S(=O)(=O)N2CC(C(=O)O)Oc3ccc(Cl)cc32)cc1 (stereo unspecified) | 17% | -1% | -1% | -14%[0.00184 µM] | 7% | 12%

Main list, repeating the preview:
SMILES | HCV inh | TbPYK inhibitor | LmPK inh | Pf growth 48h | Sm TGR block | Pf growth 96h
COc1cc(O)c(C(CC(=O)N2CCCC2)c2cc(OC)c(OC)c(OC)c2)c(OC)c1 (stereo unspecified) | -9% | 2% | 1% | u | -12% | 0%
O=C(O)C1CCCCC1C(=O)Nc1ccc(S(=O)(=O)N2CCCCC2)cc1 (stereo unspecified) | 2% | -1% | 3% | 3% | 2% | 18%
CCOc1ccc(-n2c(SCC(=O)NCc3ccco3)nc3c([nH]c4ccccc43)c2=O)cc1 | u | -10%&1% | x | x | 2% | x
COc1ccc(C)cc1NC(=O)C1CCCN(S(=O)(=O)c2cccnc2)C1 (stereo unspecified) | 3% | 2% | 7% | -15% | -1% | -27%
O=C(CCN1C(=O)c2ccccc2C1=O)NCCN1CCOCC1 | 1% | 6% | -3% | -28% | 6% | x
CC(=O)NC(Cc1ccccc1)C(=O)NC1CCN(C(=O)NCc2ccccc2)CC1 (stereo unspecified) | 8% | 2% | 3% | 1% | 1% | 22%
COC(=O)C1=C(C)NC(C)=C(C(=O)OC)C1c1ccc(OC(=O)c2oc3ccccc3c2C)c(OC)c1 | -14% | 9% | 0% | u | 4% | u
Nc1cccc(C(=O)OCC(=O)c2ccccc2)c1 | 18% | -4% | u | 157%[activator] | -1% | 169%[activator]
COc1ccc(S(=O)(=O)N2CC(C(=O)O)Oc3ccc(Cl)cc32)cc1 (stereo unspecified) | 17% | -1% | -1% | -14%[0.00184 µM] | 7% | 12%
O=C(NCC1OCCCN1S(=O)(=O)c1cc(F)ccc1F)C(=O)NC1CCCCCC1 (stereo unspecified) | 8% | 1% | 0% | 5% | 5% | -17%
C=CCC(CC(O)COCCC)C(=O)NNC(=S)Nc1ccccc1 (stereo unspecified) | -1% | -10% | -1% | -29% | -4% | u
CCOC(=O)/C(C#N)=N\Nc1ccc(S(=O)(=O)Nc2nc(C)cc(C)n2)cc1 | 11% | -1% | 0% | 13% | 6% | 4%
CC1CCN(S(=O)(=O)c2cn(CC(=O)Nc3ccc(OC(F)(F)F)cc3)cn2)CC1 | 14% | 8% | 0% | -6% | -1% | 27%
CCOC(=O)N1CCN(S(=O)(=O)c2ccc(F)cc2)CC1 | 8% | 1% | 3% | 27% | -1% | -7%
CCCCCCCC(=O)N/N=C(\C)c1ccc(N)cc1 | x | x | 18% | -19% | -3% | 11%
CCOc1cc(CNc2ccc3c(c2)OCCO3)cc(Br)c1OCC | 2µM* | -1% | -1% | 1.9µM* | -11% | 2.1µM*
COc1ccccc1/C=C/C=C1\Oc2c(ccc(O)c2CN(C)C)C1=O | -16% | -3% | -3% | 2.6µM* | u | u
COC(=O)c1ccc(/C=C2/SC(=S)N(CCCC(=O)Nc3ccc(O)cc3)C2=O)cc1 | 10% | 2% | -9% | u | -13% | u
CCOc1cc(C(=O)Nc2ccc(N3CCN(S(C)(=O)=O)CC3)cc2)cc(OCC)c1OCC | 1% | 4% | 2% | -12% | -4% | x
COc1cc2[nH]c(=S)n(C3CC3)c(=O)c2cc1OC | 21% | -11% | 1% | -10% | 12% | 43%[activator]
O=C(COC(=O)/C=C/c1cccc([N+](=O)[O-])c1)NCC1CCCO1 (stereo unspecified) | -4% | 4% | 2% | 4% | 8% | 21%
CCCCOc1ccc(-n2nc(C)cc2C)nn1 | 9% | 2% | -10% | 50%[activator] | -24% | u
COc1ccc(S(=O)(=O)Nc2ccc(N3CCOCC3)cc2)cc1Br | -28% | 2% | 5% | 22% | -6% | x
CC(C)(CN1CCCC1)NS(=O)(=O)c1ccccc1 | 5% | 2% | 7% | 34%[activator] | -13% | 0%
O=C(NCCCn1ccnc1)Nc1ccc2c(c1)OCO2 | u | -2% | -1% | 58%[activator] | 4% | 48%[activator]

Further structures
SMILES | HCV inh | TbPYK inhibitor | LmPK inh | Pf growth 48h | Sm TGR block | Pf growth 96h
Cc1cc(=O)[nH]c(SCc2csc(-c3ccccc3)n2)n1 | 4% | 2% | 1% | 10% | -1% | 45%[activator]
CCCNC(=O)c1ccccc1NC(=O)Cc1ccc(OC)c(S(=O)(=O)N2CCOCC2)c1 | -22% | -2% | x | -2% | 3% | -2%
CN1CCN(S(=O)(=O)c2ccc(Nc3ccc(F)cc3)c([N+](=O)[O-])c2)CC1 | -13%[8.37 µM] | 6% | x | 7% | -17% | -21%
O=C(CC1C(=O)NCCN1Cc1cccc(Oc2ccccc2)c1)NCCc1cnccn1 (stereo unspecified) | 20% | 2% | -1% | -1% | 0% | u
CC(C)CC(COCc1ccc(C(F)(F)F)cc1)N1CCN(C(=O)c2ccc(C(F)(F)F)cc2)CCC1=O (stereo unspecified) | -13%[8.37 µM] | -1% | -2% | u | -22% | u
O=C(NC1CCSC1=O)c1cccc(Cl)c1 (stereo unspecified) | 12% | -8% | 2% | 4% | 2% | 42%[activator][5.75 µM]
C/C(=N/Oc1nc(C)cc(C)n1)c1ccc(Br)cc1 | u | -3% | 0% | x | 0% | 5%
O=C(NNC(=O)c1cc(-c2ccncc2)nc2ccccc12)c1cccc(Cl)c1 | -18%[8.37 µM] | 0% | x | -17% | 4% | 21%
O=C(Cn1nc(-c2cccc(Cl)c2)ccc1=O)NCC1COCCO1 (stereo unspecified) | 4% | -1% | x | -2% | -1% | 61%[activator]
COc1ccccc1CCNC(=O)C1CCC(=O)N(Cc2ccccc2OC)C1 (stereo unspecified) | 22% | 1% | 0% | -5% | 0% | 2%
C#CCNC(=O)C1=C[C@H](C)[C@@H](CCCO)[C@H](OCC)O1 | 1% | 4% | 1% | 49%[activator] | 11% | 43%[activator]
Cc1cc2c3c(c1C)C1(C(=O)N3C(C)(C)CC2C)C(C#N)=C(N)Oc2cc(O)ccc21 (stereo unspecified) | -7% | 1% | 2% | x | -25% | 10µM*
COc1ccc2c(c1OC)C(=O)N(c1cccc(C(F)(F)F)c1)C2 | u | -8% | 8% | 55%[activator] | 3% | 37%[activator]
Cc1nn(Cc2ccccc2)c(C)c1CNC(=O)c1ccc(F)c(S(=O)(=O)N2CCOCC2)c1 | -16% | -8% | x | u | -3% | u
CC(=O)C1C(c2ccc(OC(F)F)cc2)NC(=O)NC1(O)C(F)(F)F (stereo unspecified) | -4% | 4% | -3% | x | -3% | -13%
Cc1sc2ncnc(-n3cnc4ccccc43)c2c1C | 11% | 3% | 2% | 7% | -1% | u
COc1ccccc1Nc1nc2c(C)cccc2cc1C#N | u | -14% | -2% | -4% | -22% | 0%
CC(C)=CC1C=C(C)C(C)C2C(=O)NNC(=O)C12 (stereo unspecified) | 20% | 3% | 24% | x | -3% | 2%
O=C(Nc1cccc2ccccc12)N1CCC2(CC1)OCCO2 | 10% | 3% | 0% | 38%[activator] | x | -27%
CC(C)(C)NC(=O)C(=O)NNC(=O)c1ccccc1 | 11% | 3% | 2% | 82%[activator] | 5% | 92%[activator]
Cc1noc(C)c1CC(=O)N1CCCC(C(=O)c2ccc(C(C)(C)C)cc2)C1 (stereo unspecified) | u | 5% | 4% | u | 0% | u
COc1ccc(/C(C)=N/NC(=O)OC(C)(C)C)cc1[N+](=O)[O-] | -19% | -12% | -4% | -21% | -1% | u
CCCCOc1ccc(-c2nnc(-c3cc[n+](C)cc3)o2)cc1 | 12% | -2% | 2% | 0.41µM* | 0% | -6%
Cc1ccc(Cl)cc1NC(=O)c1cc(S(=O)(=O)N2CCOCC2)cn1C | 10% | 5%&0% | -1% | 7% | -11%&0% | u
C/C(=N\NC(=O)CC(C)C)c1ccc(N2CCCCC2)cc1 | u | -13% | 7% | 37%[activator] | 6% | 45%[activator]

Additional structures:
SMILES | HCV inh | TbPYK inhibitor | LmPK inh | Pf growth 48h | Sm TGR block | Pf growth 96h
Cc1ccc(NC(=O)c2cccc(S(=O)(=O)N3CCCCC3)c2)cc1 | u | -6% | 2% | 3% | 0% | u
O=C(CNc1ccc(Oc2ccccc2)cc1)N1CCOCC1 | u | -11% | -7% | 42%[activator] | 2% | 36%[activator]
COc1ccc(CCCNC(=O)C2CCC(=O)N(Cc3ccc(Cl)cc3)C2)cc1 (stereo unspecified) | -30% | 6% | 4% | u | -1% | u
O=C(COC(=O)c1ccccn1)Nc1ccc(S(=O)(=O)N2CCOCC2)cc1 | 8% | -4% | 3% | 24% | 7% | -1%
Cc1cccc(C)c1NC(=O)C1(N(Cc2ccco2)C(=O)CC2NC(=O)NC2=O)CCCC1 (stereo unspecified) | -2% | 9% | -3% | 6% | -2% | 71%[activator]
O=C(N/N=C/C1C(=O)NC(=S)N(c2ccccc2)C1=O)c1cc(Br)c(O)c(Br)c1 (stereo unspecified) | 14% | -28% | 4% | 22% | -14% | u
COc1ccc(C(=O)N(C)C2CCCN(Cc3ccccc3F)C2)cc1C (stereo unspecified) | u | 2% | -2% | u | 1% | 5.2µM*
Cc1c(NC(=O)c2cccc(NC(=O)Cc3ccc(Cl)cc3)c2)c(=O)n(-c2ccccc2)n1C | -9% | 4% | x | -18% | -10% | 6%
Fc1cccc(NC(=S)N2CCN(c3ccccn3)CC2)c1 | -31% | 0% | -4% | 0% | 4% | -10%
CC1CC(NS(=O)(=O)c2cc3c4c(c2)CCN4C(=O)CC3)CC(C)(C)C1 (stereo unspecified) | -28% | 2% | x | -9% | -4% | u
O=C(c1cn2ccccc2n1)N1CCCC(Nc2ccc(F)c(F)c2)C1 (stereo unspecified) | -5% | -8% | -8% | u | -25% | u
COC(=O)C(CO)NC(=O)C(C)NC(=O)CNC(=O)OCc1ccccc1 (stereo unspecified) | 9% | -2% | 9% | 13% | 7% | u
O=C(N/N=C1\CC2CC=CC12)c1ccccc1Cl (stereo unspecified) | 15% | 1% | 2% | -15% | 2% | 14%
Cc1ccc(Cn2nnc3c(=O)n(CC(=O)N4CCCc5ccccc54)cnc32)cc1 | -6% | 0% | 6% | u | -21% | x
O=C(Cc1c(F)cccc1Cl)Nc1ccc(S(=O)(=O)N2CCOCC2)cc1 | -22% | 3% | 0% | -19% | 8% | 94%[activator]
COC(=O)C1=C(N)Oc2cc(C)n(CC3CCCO3)c(=O)c2C1c1ccc(Cl)c(Cl)c1 (stereo unspecified) | u | 1% | 9% | x | 0% | u
CN(C(=O)/C=C/c1ccco1)c1ccccc1C(=O)O | -3% | -15% | 30% | -5% | 3.5µM* | 29%
